Assay outcomes as filed in PubChem BioAssay.
KCNQ1 block = inhibitors of human KCNQ1 channel, primary screen, cell-based, thallium flux, high-throughput; 310,000 compounds, 1.3% hits; AID 2642, 2010; B-score at 10 µM; CHO-K1 KCNQ1, FluxOR thallium flux fluorescence; active compounds read high; Potassium voltage-gated channel subfamily KQT member 1 (Homo sapiens), P51787;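 active means compounds whose thallium flux B-score, printed positive for inhibition, exceeds three library SD while starting fluorescence stays within three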;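 further: channel opened by potassium depolarization with thallium stimulus after 20 min compound exposure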
KCNQ1 act = potentiators or activators of KCNQ1 channel, primary screen, cell-based, thallium flux, high-throughput. Potassium voltage-gated channel subfamily KQT member 1 (Homo sapiens), P51787. CHO-K1 KCNQ1, thallium flux FluxOR fluorescence; active compounds read high. B-score at 10 µM. 310,000 compounds, 0.35% hits. AID 2648, 2010;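 active means fluorescence ratio B-score, a plate-corrected score, at least three library SD, with initial intensity B-score within 5 SD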
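Schedule – 37 °C overnight plating, 90-min dark dye load, 20-min compound pretreatment · System – stable KCNQ1 CHO-K1 line · Probe or stimulus – thallium- and potassium-containing depolarizing buffer · Measured by – kinetic FluxOR fluorescence, 10 s baseline plus 110 s post-stimulus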
RGS4 block = RGS4 inhibitors, primary screen, cell-based, HEK293 M3R inducible RGS4, calcium flux | Regulator of G-protein signaling 4 (Homo sapiens), P49798 | 310,000 compounds, 0.45% hits | B-score at 10 µM | Fluo-4 calcium flux; active compounds read high; triggered by carbachol at its EC20 | AID 463165, 2010;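 active means B-score, a plate-corrected calcium signal, over three deviations above library mean, with baseline fluorescence within five deviations of library mean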;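 further: RGS4 expression induced by doxycycline in cells with stable M3 receptor; B-score is computed from the integrated fluorescence ratio over baseline after carbachol; higher B-score means a larger calcium signal and so more RGS4 inhibition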
MrgX1 agonist = agonists of human MrgX1 receptor, primary screen, HEK293 cells, Fluo-4 calcium flux. Mas-related G-protein coupled receptor member X1 (Homo sapiens), Q96LB2. Fluo-4 calcium fluorescence, agonist mode; active compounds read high. B-score at 10 µM. 310,000 compounds, 0.44% hits;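 active means calcium response B-score plate-corrected fluorescence ratio at least 3 library SD, with starting fluorescence B-score inside 5 SD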
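Material – MrgX1-expressing HEK293 cells · Input – 15,000 cells seeded per well · Dosing – compound as first of three additions · Times – overnight seeding, then 1 h dark dye loading · Measured by – kinetic Fluo-4 NW fluorescence of intracellular calcium · Read-out – B-scored fluorescence response ratio · Benchmarks – positive and negative control wells on each plate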
hERG protect = hERG rescue from dofetilide block, primary screen, cell-based, CHO-hERG, FluxOR thallium flux, dofetilide IC70. activation (rescue from dofetilide block), less the hit threshold, % at 10 µM. dofetilide IC70 present. 310,000 compounds, 0.51% hits. AID 1511, 2009;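 active means activation above the mean of controls blocked by dofetilide plus 5 SD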;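 further: thallium influx through hERG after potassium depolarization seen as dye fluorescence rise; in these data hits start at about 4.7%; inactives centre near -7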
TMEM16A act = TMEM16A chloride channel activators or potentiators, primary screen, cell-based, HTS; Anoctamin-1 (Mus musculus), Q8BHY3; AID 623877, 2012; HEK293 TMEM16A/YFP-H148Q/I152L, iodide quench fluorescence; active compounds read low; 340,000 compounds, 0.3% hits; B-score at 10 µM;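 active means fluorescence-ratio B-score plate-corrected deviation score at least 3 library SD below zero, with starting fluorescence score within 5 deviations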;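 further: channel opened by trigger with iodide after compound preincubation; score built on the fluorescence ratio of max minus min over baseline; more negative score means more quench and so TMEM16A activation or potentiation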
Target sequence (Q8BHY3 whole entry, looked up): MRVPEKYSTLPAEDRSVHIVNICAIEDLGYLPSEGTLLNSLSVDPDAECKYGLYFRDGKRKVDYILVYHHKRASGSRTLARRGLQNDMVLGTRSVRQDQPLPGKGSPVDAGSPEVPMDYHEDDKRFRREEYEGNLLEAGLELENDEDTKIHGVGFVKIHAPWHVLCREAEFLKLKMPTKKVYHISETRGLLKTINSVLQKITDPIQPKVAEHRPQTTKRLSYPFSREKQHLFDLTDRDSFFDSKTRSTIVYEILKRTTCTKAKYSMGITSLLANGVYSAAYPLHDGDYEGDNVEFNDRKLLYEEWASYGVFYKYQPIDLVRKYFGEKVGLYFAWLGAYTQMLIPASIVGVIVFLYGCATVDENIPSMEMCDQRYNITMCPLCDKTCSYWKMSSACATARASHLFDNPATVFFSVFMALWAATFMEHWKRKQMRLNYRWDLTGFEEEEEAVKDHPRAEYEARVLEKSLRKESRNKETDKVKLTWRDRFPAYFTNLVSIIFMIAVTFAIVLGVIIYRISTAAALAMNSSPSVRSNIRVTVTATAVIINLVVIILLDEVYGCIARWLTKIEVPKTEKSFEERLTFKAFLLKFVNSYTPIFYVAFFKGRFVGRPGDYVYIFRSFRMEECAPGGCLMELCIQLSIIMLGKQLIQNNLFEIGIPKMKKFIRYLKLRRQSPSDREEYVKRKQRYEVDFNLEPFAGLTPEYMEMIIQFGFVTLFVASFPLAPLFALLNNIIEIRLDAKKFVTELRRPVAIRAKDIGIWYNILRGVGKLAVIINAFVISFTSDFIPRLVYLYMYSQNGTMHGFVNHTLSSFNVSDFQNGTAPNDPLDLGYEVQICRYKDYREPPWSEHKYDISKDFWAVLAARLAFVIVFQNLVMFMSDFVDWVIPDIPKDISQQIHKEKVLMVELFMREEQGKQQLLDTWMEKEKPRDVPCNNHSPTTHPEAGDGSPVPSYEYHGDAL
MrgX1 allo act = positive allosteric modulators of MrgX1, primary screen, HEK293 cells, Fluo-4 calcium flux; Mas-related G-protein coupled receptor member X1 (Homo sapiens), Q96LB2; FDSS; active compounds read high; B-score at 10 µM; 310,000 compounds, 0.63% hits;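 active means plate-corrected calcium response at least 3 library SD above typical, normal starting fluorescence, not activating the receptor alone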;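 further: compound read alongside a low EC10 to EC30 dose of BAM8-22 agonist; peak minus trough fluorescence over baseline measured at the second addition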
ANO1 block = TMEM16A chloride channel inhibitors, primary screen, cell-based, HTS | Anoctamin-1 (Mus musculus), Q8BHY3 | HEK293 TMEM16A/YFP iodide influx fluorescence, ionomycin | normalized B-score (activity score, 25-100; higher = stronger inhibition) at 10 µM | 310,000 compounds, 1.2% hits | AID 588511, 2011;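 active means ratio plate-corrected score three or more library SD toward inhibition, starting fluorescence score within five deviations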;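 further: score derived from kinetic fluorescence span divided by baseline fluorescence per well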
KCNK3 inh = human KCNK3 channel inhibitors, primary screen, CHO cells, FluxOR thallium flux, B-score. Potassium channel subfamily K member 3 (Homo sapiens), O14649. FluxOR fluorescence; active compounds read low. B-score at 10 µM. 340,000 compounds, 0.84% hits. AID 602410, 2012;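 active means B-score under library mean minus 4 SD, starting fluorescence ratio at most library mean plus 5 SD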;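 further: more negative B-score means stronger inhibition of thallium flux through KCNK3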
RGS4 pot = RGS4 potentiators or activators, primary screen, cell-based, HEK293 M3R inducible RGS4, calcium flux. B-score at 10 µM. AID 463111, 2010. carbachol calcium flux Fluo4; active compounds read low. 310,000 compounds, 0.92% hits;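 active means B-score of the integrated calcium signal more than 4 SD below the library mean, with starting fluorescence not abnormally high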;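 further: negative B-score means reduced calcium response which marks RGS4 activation or potentiation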
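Reagent: ECmax carbachol challenge; Test system: M3R-expressing HEK293 line, RGS4 induced by doxycycline; Schedule: overnight RGS4 induction, 30 min dye load 37 °C, 20 min compound RT; Detection: calcium dye Fluo4 fluorescence; Read-out: Agonist-evoked peak-minus-minimum fluorescence over baseline, integrated ratio, B score.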
KCNK9 inh = KCNK9 potassium channel inhibitors, primary screen, HEK293 cells, thallium flux. FluxOR thallium flux fluorescence; active compounds read low. B-score at 10 µM. 310,000 compounds, 1.2% hits. AID 488922, 2010;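 active means ratio B-score over 3 SD below the library mean, with starting fluorescence within 5 SD of its mean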;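 further: negative B-score means less thallium flux so channel inhibition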
* hit, by the source's call; i = inactive; x = not tested or not shown.

Screens in order – KCNQ1 block | KCNQ1 act | RGS4 block | MrgX1 agonist | hERG protect | TMEM16A act | MrgX1 allo act | ANO1 block | KCNK3 inh | RGS4 pot | KCNK9 inh
- CCO[C@@H]1OC(C(N)=O)=C[C@H](c2ccc3c(c2)OCO3)[C@H]1CCCO
→ i | i | i | i | -6 | i | i | i | i | i | i
- CC(C)(C)C(=O)OCC1OC(n2cnc(C(N)=O)n2)C(O)C1O (centres undefined)
→ i | i | i | i | -7 | i | i | i | i | i | i
- O=C(NCC(c1ccco1)N1CCc2ccccc21)c1ccccc1 (centres undefined)
→ i | i | i | i | -12 | i | i | i | i | i | i
- O=C(NCc1ccccc1Cl)/C(=C\c1cccnc1)NC(=O)c1ccccc1
→ i | i | i | i | -1 | i | i | i | i | i | i
- CN(C(=O)c1cc2nc(-c3ccco3)cc(C(F)(F)F)n2n1)C1CCCCC1
→ i | i | i | i | 0 | i | i | i | i | i | i
- CCNC(=O)NC(=O)C(C)OC(=O)CNS(=O)(=O)c1c(Cl)cc(Br)cc1Cl (centres undefined)
→ i | i | i | i | -3 | i | i | i | i | i | i
- Nc1ccccc1Oc1ncc(C(F)(F)F)cc1Cl
→ i | i | i | i | 1 | i | i | i | i | i | i
- O=C(O)CCc1ccc(-c2cccs2)n1CCC(=O)O
→ i | i | i | i | -12 | i | i | i | i | i | i
- Cc1c(C)c2c(OCC(=O)N3CCC(O)CC3)cc3c(c2oc1=O)CCC(C)(C)O3
→ i | i | i | i | -13 | i | i | i | i | i | i
- O=C(CCCC(=O)OCC(Cl)=C(Cl)Cl)Nc1ccccc1
→ i | i | i | i | -6 | i | i | i | i | i | i
- CSc1nnc(CNS(=O)(=O)c2ccc(Br)cc2)n1C
→ i | i | i | i | -11 | i | i | i | i | i | i
- Nc1nc2ccccc2n1CCOc1ccc(Br)cc1
→ i | i | i | i | -18 | i | i | i | i | i | i
- CCCN(C1CCS(=O)(=O)C1)S(=O)(=O)c1ccc(F)cc1 (centres undefined)
→ i | i | i | i | -11 | i | i | i | i | i | i
- CNC(=O)COC(=O)/C=C/c1cccs1
→ i | i | i | i | -3 | i | 6.5* | i | i | i | i
- NC(=O)CN1CCN(c2ccccc2F)CC1
→ x | x | x | i | x | i | i | i | i | x | x
- COc1ccc(OCc2ccc(C(=O)N3CCOCC3)cc2)cc1
→ i | i | i | i | -2 | i | i | i | i | i | i
- CCCCCN(C(=O)CCC(=O)OCc1ccccc1Cl)c1c(N)n(CCCC)c(=O)[nH]c1=O
→ i | i | i | i | -11 | i | i | i | i | i | i
- O=C(Cc1noc2ccccc12)Nc1ccccn1
→ i | i | i | i | -6 | i | i | i | i | i | i
- Cc1cc(C)n(CCN(C)C(=O)c2cc(COc3c(F)cccc3F)on2)n1
→ i | i | i | i | -5 | i | i | i | i | i | i
- Cc1cccc(N2C(=O)SC(N(CC(=O)O)c3cccc(C)c3)C2=O)c1 (centres undefined)
→ i | i | i | i | -3 | i | i | i | i | i | i
- CC(Sc1ccccc1)C(=O)NN=C1CCCCCC1 (centres undefined)
→ i | i | i | i | -16 | i | i | i | i | i | i
- Cc1ccc(CNC(=O)c2ccc3c(=O)n(CCCN4CCCC4=O)c(=S)[nH]c3c2)cc1
→ i | i | i | i | -16 | i | i | i | i | i | i
- CCOC(=O)Cc1c(C)nc2c(-c3cccc(Br)c3)c[nH]n2c1=O
→ i | i | i | i | -12 | i | i | i | i | i | i
- CCOC(=O)CNc1nc(Cl)nc(NC(C)(C)C)n1
→ i | i | i | i | -7 | i | i | i | i | i | i
- CCOc1ccc(N(CC(=O)NCc2ccc(Cl)cc2)S(=O)(=O)c2c(C)noc2C)cc1
→ i | i | i | i | -4 | i | i | i | i | i | i
- C=CCNC(=O)CN(c1ccc(F)cc1)S(=O)(=O)c1ccc(OC)cc1
→ x | x | x | i | x | i | i | i | i | x | x
- CCOc1ccc2nc(C(C)O)[nH]c2c1 (centres undefined)
→ i | i | i | i | -5 | i | i | i | i | i | i
- Cc1[nH]nc(SCC(=O)N2CCOCC2)c1[N+](=O)[O-]
→ i | i | i | i | -9 | i | i | i | i | i | i
- Cc1nc2ccccc2[nH]c1=O
→ i | i | i | i | -14 | i | i | i | i | i | i
- CSc1ccc(C(=O)C2CCCN(C(=O)c3ccsc3)C2)cc1 (centres undefined)
→ i | i | i | i | -14 | i | i | i | i | i | i

Screens in order – KCNQ1 block | KCNQ1 act | RGS4 block | MrgX1 agonist | hERG protect | TMEM16A act | MrgX1 allo act | ANO1 block | KCNK3 inh | RGS4 pot | KCNK9 inh
- CCC(=O)N1CCN(c2ccc(NC(=O)c3ccc(Br)o3)cc2)CC1
→ i | i | i | i | -10 | i | i | i | i | i | i
- Cn1ncc2c(Nc3ccccc3Cl)nc(Cl)nc21
→ i | i | i | i | -4 | i | i | i | i | i | i
- CN(C)c1ccc(NC(=O)C2CCCN(S(=O)(=O)c3ccccc3)C2)cc1 (centres undefined)
→ i | i | i | i | -7 | i | i | i | i | i | i
- COc1ccc(C(C)=O)cc1COc1ccc(-n2cnnn2)cc1
→ i | i | i | i | -7 | i | i | i | i | i | i
- O=C1[C@H]2CC3CCC2(O3)[C@@H]2OCCCN12 (some centres undefined)
→ i | i | i | i | -8 | i | i | i | i | i | i
- O=C(NCCCn1ccnc1)/C(=C\c1cccnc1)NC(=O)c1cccc(Br)c1
→ i | i | i | i | -7 | i | i | i | i | i | i
- NC1=NC(=O)/C(=C\c2ccco2)S1
→ i | i | i | i | -4 | i | i | i | i | i | i
- Nn1c(COc2ccccc2)nnc1SCc1cc(=O)[nH]c2ccccc12
→ i | i | i | i | -3 | i | i | i | i | i | i
- CN1CCN(c2nc3c(c(=O)n(C)c(=O)n3C)n2CC(=O)C23CC4CC(CC(C4)C2)C3)CC1
→ i | i | i | i | -5 | i | i | i | i | i | i
- O=C(c1ccccc1)N1CCc2ccccc21
→ i | i | i | i | -3 | i | i | i | i | i | i
- Cc1ccccc1NC(=O)CSC1=C(C#N)C(c2ccsc2)CC(=O)N1 (centres undefined)
→ i | i | i | i | -1 | i | i | i | i | i | i
- CCOC(=O)c1csc(NC(=O)CSc2nnnn2CC)n1
→ i | i | i | i | -2 | i | i | i | i | i | i
- COc1cccc(/C=C(/C(=O)OCC(N)=O)c2ccccc2)c1
→ i | i | i | i | -8 | i | i | i | i | i | i
- NS(=O)(=O)c1ccc(N=Nc2c(O)ccc3ccccc23)cc1
→ i | i | i | i | -19 | i | i | i | i | i | i
- O=[N+]([O-])c1cccc(/C=N/N2CCN(c3ccccn3)CC2)c1
→ i | i | i | i | -2 | i | i | i | i | i | i
- Cc1nc2sc3c(c2c(=O)n1N)CCC3
→ i | i | i | i | -18 | i | i | i | i | i | i
- COc1cccc(/C=N/NC(=O)c2ccc(=O)n(C)c2)c1OC
→ i | i | i | i | -6 | i | i | i | i | i | i
- CCNC(=S)Nc1cccc(F)c1C
→ i | i | i | i | -6 | i | i | i | i | i | i
- COc1cc(-c2csc(C)n2)ccc1O
→ i | i | i | i | -9 | i | i | i | i | i | i
- CCC1(C(=O)OC)NC(c2ccco2)C2C(=O)N(c3ccccc3)C(=O)C21 (centres undefined)
→ i | i | i | i | -10 | -4.8* | i | i | i | i | i
- CC1=[N+]([O-])C(C)(C)C(C)N(O)C1=O (centres undefined)
→ i | i | i | i | -4 | i | i | i | i | i | i
- CCn1cc([C@@H]2C[C@H]3CN(Cc4cccc(Cl)c4)C(=O)[C@]34CCCN24)c(C)n1
→ i | i | i | i | -11 | i | i | i | i | i | i
- COc1ccc(C)cc1NC(=O)C1CCCN(S(=O)(=O)c2cccc3nonc23)C1 (centres undefined)
→ i | i | i | i | -7 | i | i | i | i | i | i
- O=C(/C=C/c1ccccc1Cl)NCCN1CCOCC1
→ i | i | i | i | -10 | i | i | i | i | i | i
- O=C(N/N=C/c1ccc(O)c(O)c1)c1cccc(S(=O)(=O)N2CCCCC2)c1
→ i | i | i | i | -14 | i | i | i | i | i | i
- COc1ccc(C(CNC(=O)c2oc3cc(Br)ccc3c2C)N2CCCCC2)cc1 (centres undefined)
→ i | i | i | i | -12 | i | i | i | i | i | i
- CCCC(c1nnnn1Cc1cccs1)N1CCN(c2nc3ccccc3s2)CC1 (centres undefined)
→ i | i | i | i | -2 | -13* | i | i | -8.9* | i | -8.1*
- COc1ccc(CNC(=O)CCSCc2cccc(F)c2)cc1
→ i | i | i | i | -4 | i | i | i | i | i | i
- CCn1c(CSc2nc3ccccc3s2)nnc1SCC(=O)c1ccc(Cl)cc1
→ i | i | i | i | -5 | i | i | i | i | i | i
- O=C(CC1C(=O)NCCN1Cc1cccc(C(F)(F)F)c1)NC1CCCCCC1 (centres undefined)
→ i | i | i | i | -2 | i | i | i | i | i | i
- CCN(CC)S(=O)(=O)c1cc(C(=O)O)ccc1Cl
→ i | i | i | i | -9 | i | i | i | i | i | i
- CCCOc1ccc(N2C(=O)CC(N(CCc3ccc(OC)cc3)C(=O)/C=C/C(=O)O)C2=O)cc1 (centres undefined)
→ i | i | i | i | -6 | i | i | i | i | i | i
